# FEN1 inhibitor: qHTS Assay for the Inhibitors of Human Flap endonuclease 1 (FEN1). Potency, µM (series often up to 114 µM), for inactives: top-dose activity change, negative = inhibition, actives largely listed as inhibitors. AID 588795, 2011. Recombinant FEN1 flap cleavage, fluorescence, 15 min. 0.35% of 390,000 active; note: nearly all actives have a fitted effect of over 65% in size
# Target sequence (P39748 whole entry, looked up): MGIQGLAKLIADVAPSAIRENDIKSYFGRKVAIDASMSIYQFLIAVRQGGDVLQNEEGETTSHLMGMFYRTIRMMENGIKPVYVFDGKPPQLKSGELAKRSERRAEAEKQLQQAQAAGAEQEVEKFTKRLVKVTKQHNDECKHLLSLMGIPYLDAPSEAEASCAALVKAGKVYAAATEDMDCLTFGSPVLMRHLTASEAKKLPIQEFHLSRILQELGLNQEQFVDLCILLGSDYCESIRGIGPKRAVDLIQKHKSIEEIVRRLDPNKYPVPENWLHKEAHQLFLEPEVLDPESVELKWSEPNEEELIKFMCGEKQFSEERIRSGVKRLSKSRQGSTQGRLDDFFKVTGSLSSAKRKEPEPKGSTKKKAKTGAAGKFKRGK
#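 Reaction started by adding substrate (50 nM final) to 10 nM enzyme after 15 min room-temperature compound preincubation. Reads at 0 and 15 min, with data normalized and fitted to a four-parameter Hill equation.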
# TDP1 inh: qHTS Assay for Inhibitors of Tyrosyl-DNA Phosphodiesterase (TDP1). recombinant TDP1, AlphaScreen DNA substrate cleavage. Potency, µM (titrated, usually from 130 µM), inactives show at the highest dose activity change, negative = inhibition, hits mostly inhibitors. 0.28% of 350,000 active. Tyrosyl-DNA phosphodiesterase 1 (Homo sapiens), Q9NUW8. AID 485290, 2010; note: nearly all actives have a fitted effect of over 40% in size
# Target sequence (Q9NUW8 whole entry, looked up): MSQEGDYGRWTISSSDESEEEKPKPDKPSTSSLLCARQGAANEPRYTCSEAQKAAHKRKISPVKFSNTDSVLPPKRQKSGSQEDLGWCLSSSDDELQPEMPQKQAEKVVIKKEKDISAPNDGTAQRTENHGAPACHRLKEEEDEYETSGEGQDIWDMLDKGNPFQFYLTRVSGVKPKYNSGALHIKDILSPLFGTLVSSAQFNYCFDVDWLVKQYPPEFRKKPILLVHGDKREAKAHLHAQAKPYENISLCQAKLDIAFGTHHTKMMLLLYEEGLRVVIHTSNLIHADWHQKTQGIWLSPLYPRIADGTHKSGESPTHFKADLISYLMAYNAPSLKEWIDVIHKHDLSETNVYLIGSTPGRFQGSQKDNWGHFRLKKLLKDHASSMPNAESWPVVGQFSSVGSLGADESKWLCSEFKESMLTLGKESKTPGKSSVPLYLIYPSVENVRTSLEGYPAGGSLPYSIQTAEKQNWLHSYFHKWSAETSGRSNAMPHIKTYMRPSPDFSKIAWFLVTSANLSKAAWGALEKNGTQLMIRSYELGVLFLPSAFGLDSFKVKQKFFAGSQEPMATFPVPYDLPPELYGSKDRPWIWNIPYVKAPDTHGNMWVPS
#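 E. coli-derived human Tdp1, 1 nM final. Cpd preinc 15 min RT; substrate 15 nM final, 5 min RT; AS bead mix 10 ug/ml final, 10 min RT. Signal loss = tyrosine-FITC cleavage. No-enzyme wells = max signal.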
# N370S GC mod: qHTS Assay for Inhibitors and Activators of N370S glucocerebrosidase as a Potential Chaperone Treatment of Gaucher Disease; Lysosomal acid glucosylceramidase (Homo sapiens), P04062; N370S GC spleen homogenate, 4MU-glucoside fluorescence; Potency, µM (series often up to 59.4 µM), without a hit: at the highest dose activity change, negative = inhibition, actives largely listed as inhibitors; 0.092% of 330,000 active; AID 2101, 2009;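 note: 0% = full enzyme activity and -100% = no enzyme basal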
# An asterisk follows results filed as active; . = no result given; & = joins results of further samples; [ ] = another dose, or the depositor's remark. Calls come from the whole dose curve; as a rule, active = well fitted curve in the direction sought with a large enough effect; inconclusive = small, poorly fitted or top-dose-only effect, or another doubt; inactive = no such curve, though single readings can be large; an effect the other way counts as inactive or inconclusive. Unless noted, % is set by controls: 0 for no effect and ±100 for the full control effect; potency is the fitted concentration of half-maximal effect. Rows were taken by chance; overall some 0.57% were active at least once.
No.	canonical_smiles	N370S GC mod	FEN1 inhibitor	TDP1 inh
1	c1cc(-c2nnc(-c3ccncc3)o2)ccn1	1%	3%	5%
2	Cc1ccc(C)c(NC(=S)NNC(=O)c2cc3c(s2)CCC(C)C3)c1 (configuration not stated)	1%	-14%	8%
3	COc1cc(C(=O)NCCOc2ccc(Cl)cc2)ccc1OCc1c(C)noc1C	.	6%	1%[56.1 µM]
4	COc1ccc(N2CCN(C(=O)c3c(C)oc4ncnc(N5CCCCC5)c34)CC2)cc1	.	13%	6%
5	COc1ccc(CNc2nc(-c3ccccc3)nn2S(=O)(=O)c2ccccc2)cc1	.	-1%	2%
6	CC1CCCCN1c1ccc(N)cc1C(N)=O (configuration not stated)	-8%	1%	8%
7	CCOC(=O)c1sc(N(Cc2ccccc2)C(=O)CCl)nc1C	-4%	-1%	.
8	CC(=O)O[C@@H]1CC[C@@]2(C)[C@H](C1)[C@H](OC(C)=O)C[C@@H]1[C@@H]2C[C@H]2[C@@H]3CN4C[C@H](C)CC[C@H]4[C@H](C)[C@H]3CC[C@@]12O	-10%	.	5%
9	O=C1CC(c2ccsc2)c2cc3c(cc2N1)OCCO3 (configuration not stated)	2%	-6%	6%
10	CCN(CC(=O)Nc1ccc(NC(C)=O)cc1)C(=O)Cc1cccc2ccccc12	1%	0%	1%
11	CCOC(=O)c1cnn(-c2ccccc2)c1NC(=O)C(F)(F)C(F)(F)C(F)(F)F	7%	-1%	5%
12	CC(OC(=O)c1cccn1C)C(=O)Nc1ccc2c(c1)OCO2 (configuration not stated)	-9%	-4%	5%
13	CCc1ccc(NC(=O)Cn2c(SCc3ccc(C)cc3)nc3ccncc32)cc1	.	7%	3%
14	CCN(CC)CCCN1C(=O)C(=O)/C(=C(/O)c2ccc(C)cc2)C1c1ccccn1 (configuration not stated)	6%	-5%	-3%
15	C/C(=N\Nc1nc(N)cc(Cl)n1)c1ccc(Cl)c(Cl)c1	-6%	-11%	4%
16	Cc1ccccc1NC(=O)Cn1nc(-c2ccccc2)nc1-c1ccccc1	2%	-5%	4%
17	Cc1ccc(NC(=O)C2CCN(c3nnc(C)c4c(C)n(-c5ccccc5)nc34)CC2)c(Cl)c1	.	8%	0%
18	CCn1c(=O)cc(OCC(=O)NCc2cccnc2)c2ccccc21	1%	10%	7%
19	CCc1ccc(-n2c(=O)c3c4c(sc3n(Cc3ccc(F)cc3)c2=O)CCCC4)cc1	.	11%	1%
20	COc1ccc(CCNC(=O)c2cccn2C)cc1	-1%	2%	3%
21	CCOC(=O)N1CCN(C(=O)CSc2nc(C)nc3c2c(=O)n(C)c(=O)n3C)CC1	2%	17%	2%
22	CCOC(=O)c1cnc2c(F)ccc(F)c2c1Sc1ccccc1	19%	4%	4%
23	COc1ccc(N2CC(C(=O)Nc3ncccc3C)CC2=O)cc1 (configuration not stated)	-7%	-9%	4%
24	Cc1cc(C)c(OCC(=O)OCC(=O)N2c3ccccc3CC2C)c(C)c1 (configuration not stated)	-1%	-16%	-12%
25	NS(=O)(=O)c1cccc(NC(=O)c2cncc(Br)c2)c1	-7%	-1%	.
26	COc1cccc(NC(=O)CSc2nc3ccsc3c(=O)n2-c2ccc(C(=O)O)cc2)c1	5%	4%	2%
27	COc1ccc(CNC(=O)N2CCN(c3ccccc3)CC2)cc1	-1%	14%	-1%
28	CCOc1ccc(CCNC(=O)COC(=O)c2ccc(Br)o2)cc1OCC	-12%	-5%	-1%
29	CC1(C)CC2CC(C)(CN2S(=O)(=O)c2ccc(C(=O)Nc3ccc(S(=O)(=O)N4CCOCC4)cc3)cc2)C1 (configuration not stated)	5%	8%	-3%
30	Cn1c(=O)c2c(ncn2CC(=O)N2CCOCC2)n(C)c1=O	-11%	1%	4%
31	COc1cccc(CC2(CO)CCN(Cc3cn(C)nc3C)CC2)c1	6%	-1%	.
32	N#Cc1c2n(cnc1=O)CCCCC2	14%	-2%	-2%
33	O=S(=O)(NCC(c1cccnc1)N1CCN(c2ccc(F)cc2)CC1)c1cccs1 (configuration not stated)	-5%	7%	9%
34	COc1ccc(C(=O)N/N=C(\C)CC(=O)Nc2ccc3ccccc3c2)c(OC)c1	1%	3%	0%
35	CCOC(=O)c1sc2nc(CN3CCCCC3)nc(Cl)c2c1C	19%	-4%	0%
36	O=C(O)c1cccc(Cn2c(Cl)c(/C=N/NC(=O)c3ccc(O)cc3)sc2=O)c1	-5%	-8%	3%
37	COc1ccccc1NC(=O)NC(=O)c1ccccc1	-6%	-3%	1%
38	O=C(NCc1ccc(-c2nc3ccccc3s2)cc1)c1cc2ccccc2o1	1%	2%	0%
39	CC(C)N1C(=O)NC2(c3ccccc3)N(C)C(=O)N(C)C12c1ccccc1 (configuration not stated)	1%	-1%	8%
40	CCC(=O)N(C)CCc1cc2c(c(OC)c1/C=N/NC(=O)[C@H]1C[C@@H]1c1ccccc1)OCO2	24%	6%	10%
41	CC1CN(C(=O)COC(=O)c2ccc(Cl)c(S(=O)(=O)N3CCCCC3)c2)CC(C)O1 (configuration not stated)	-6%	15%	3%
42	CCSc1nc2ccccc2[nH]1	8%&11%	1%&-3%	6%&5%
43	COC(=O)C1Cc2c([nH]c3ccccc23)CN1C(C)=O (configuration not stated)	2%	-2%	.
44	Cc1[nH]n(-c2ccccc2)c(=O)c1C(=O)c1cccc(F)c1	5%	0%	5%
45	Cc1nnn(-c2nonc2N)c1C(=O)N/N=C/c1ccccc1O	-8%	1%	-1%
46	COc1ccc(NC(=O)COC(=O)C23CC4CC(CC(NC(C)=O)(C4)C2)C3)cc1S(=O)(=O)N1CCOCC1	.	6%	1%
47	CC(=O)NC(CC(=O)Nc1nc(-c2ccccc2)c(C(C)=O)s1)c1ccccc1 (configuration not stated)	0%	-5%	12%
48	CNC(=O)c1ccc(N(Cc2ccccc2)S(C)(=O)=O)cc1	7%	4%	1%
49	CCOc1ccc(CCNC(=O)c2nnc(Cc3ccc(Cl)cc3Cl)o2)cc1OCC	.	1%	2%
50	CCOC(=O)c1c(-c2ccc(C)cc2)csc1NC(=O)c1ccc(N2C(=O)CCC2=O)cc1	2%	-2%	-5%
51	COc1ccc(-c2nc(-c3ccccc3)oc2Nc2ccc3ccccc3c2)cc1	1%	.	10%
52	Cc1ccccc1CSc1ncc(Cl)c(C(=O)Nc2nc3ccc(F)cc3s2)n1	.	-8%	5%
53	COc1ccc(N2CCN(C(=O)CCC(=O)N3Cc4ccccc4Oc4ncccc43)CC2)cc1	-27%	10%	7%
54	Cc1ccc2[nH]c3c(=O)n(CC(=O)NCc4ccco4)ncc3c2c1	-3%	-5%&-1%	-2%&0%
55	CSc1cccc(NS(=O)(=O)c2cn(C)c(C)n2)c1	.	-4%	1%
56	Cc1ccc(OCC(=O)NCCO)c(Br)c1	0%	0%	-8%
57	COc1ccc(NC(=O)/C(C#N)=C/c2ccc(C)o2)cc1	.	-6%	3%[12.3 µM]
58	Cc1c(C(=O)Nc2ccc(N3CCOCC3)cc2)cccc1[N+](=O)[O-]	0%	-11%	-3%
59	COc1ccccc1Oc1c(C)oc2c(CN(C)C)c(O)ccc2c1=O	22%	1%	2%
60	CSc1ccc(/C=C/C(=O)NC(=O)c2ccccc2O)cc1	2%	-6%	0%

# Remaining list, next part.
No.	canonical_smiles	N370S GC mod	FEN1 inhibitor	TDP1 inh
61	Cc1ccc(-n2c(C)cc(/C=N/NC(=O)c3ccc(CN4CCOCC4)cc3)c2C)cc1	-17%	1%	13%
62	CCOc1ccc(C(=O)COC(=O)CC)cc1	2%	-1%	6%
63	O=S(=O)(c1ccccc1)N1CCN(C/C=C/c2ccccc2)CC1	-20%	-17%	4%
64	Cc1c(C(=O)O)c(=S)sn1CCOc1ccccc1	-10%	1%	1%
65	CC1CCN(c2ccc(NC(=O)Cc3ccccc3)cc2)CC1	-10%	20%	.
66	CCOc1ccc(S(=O)(=O)NCc2ccccc2Cl)cc1C(N)=O	16%	9%&0%	1%&3%
67	O=C(Cc1ccc(Cl)cc1)c1ccc(O)cc1	-8%	-1%	2%
68	CC1CCCCC1NC(=O)COC(=O)c1ccc2ncsc2c1 (configuration not stated)	.	-15%	1%
69	CC(=O)Cn1c2ccccc2n2nc(CCC(=O)O)c(=O)nc12	-1%	0%	3%
70	O=C(CSc1nnc(-c2ccccc2)o1)Nn1cnnc1	10%	0%	-7%
71	CCOC(=O)CCc1c(C)nc2cc(-c3ccc(Cl)cc3)[nH]n2c1=O	7%	-2%	0%
72	COc1cc2c(cc1C=O)OC(C)C2 (configuration not stated)	3%	-2%	3%
73	O=C(CNC(=O)N1CC(=O)Nc2ccccc21)NCc1ccccc1	2%	-5%	2%
74	COc1ccc(/C=C2\SC(=N)N(c3nccs3)C2=O)cc1OC	-7%	79µM*	3%
75	COCC(=O)N(CCc1ccc(OC)cc1)Cc1nc2ccccc2c(=O)[nH]1	-4%	7%	7%
76	CN(Cc1ccccc1)C(=O)COC(=O)CCN1C(=O)C2CC=CCC2C1=O (configuration not stated)	.	-12%	0%
77	O=C(c1cc2cc(Br)cc(Br)c2oc1=O)N1CCCc2ccccc21	1%	.	6%
78	O=C(CC(C(=O)O)P(=O)(c1ccccc1)c1ccccc1)c1ccc(Br)cc1 (configuration not stated)	3%	-14%	1%
79	CC(C)CNC(=O)CSc1nnc(-c2cccc(S(=O)(=O)N3CCCCC3)c2)o1	23%	6%	-9%
80	O=C(NCCN1C(=O)S/C(=C\c2ccc(Cl)cc2Cl)C1=O)C1=COCCO1	6%	-2%	2%
81	CCOC(=O)C1CCN(C(c2ccccc2)c2c(O)cc(C)n(Cc3ccco3)c2=O)CC1 (configuration not stated)	.	10%	0%
82	O=C(N=C1SC2CS(=O)(=O)CC2N1c1c(Cl)cccc1Cl)C1CC1 (configuration not stated)	-5%	-13%	0%
83	Cc1cc(C)cc(NC(=O)c2cc(S(=O)(=O)N3CCc4ccccc43)cn2C)c1	.	-5%	-5%
84	CCOC(=O)c1[nH]c(C)c(CCC(=O)Nc2cc(Cl)ccc2C)c1C	.	-12%	3%
85	CSc1ccc(/C=C(\C(=O)O)c2ccc(S(=O)(=O)N3CCCCC3)s2)cc1	3%	2%	-3%
86	O=C(O)CCC(=O)c1cccc2ccccc12	-14%	-4%	-1%
87	O=C(COc1ccc2ccc(=O)oc2c1)NCCCN1CCCC1=O	-1%	-14%	1%
88	CN(C)c1ccc(C(=O)OCC(=O)NC2CCCCC2)cc1	9%	0%	4%
89	COc1ccc(C(=O)COc2ccc(F)cc2)c(O)c1C	8%	4%	.
90	COc1ccc(S(=O)(=O)N2CCOCC2)cc1NC(=O)COC(=O)c1[nH]c(C)c(C(C)=O)c1C	.	-4%	2%
91	CCc1ccc(N(CC(=O)NC(C)(C)C)C(=O)CNC(=O)c2cccs2)cc1	-13%	3%	-3%[0.0935 µM]
92	COc1ccc(C2CC(=O)N(C)c3ccccc3S2)cc1OC (configuration not stated)	5%	15%	8%
93	Cc1cc(C)n(C(=O)CNC(=O)c2cccs2)n1	17%	1%	-5%
94	CCc1ccc(Nc2nc3c(S(=O)(=O)c4ccc(C)cc4)nnn3c3ccsc23)cc1	.	-7%	3%
95	Cc1ccc(OCC(=O)NNC(=O)CSc2ncnc3sc(C)c(C)c23)cc1	-1%	-4%	5%
96	COc1cccc(C2CC(c3ccc(C)cc3)n3ncnc3N2)c1 (configuration not stated)	3%	19%	7%
97	CC(=O)c1cccc(NC(=O)N2CCCC2C(=O)Nc2ccc3c(c2)OCO3)c1 (configuration not stated)	-4%	16%	1%
98	CCC(=O)Nc1sc(C(=O)OC)c(C)c1C(=O)OC	-2%	-9%	2%

# Random excerpt: 3 entries already listed.
No.	canonical_smiles	N370S GC mod	FEN1 inhibitor	TDP1 inh
91	CCc1ccc(N(CC(=O)NC(C)(C)C)C(=O)CNC(=O)c2cccs2)cc1	-13%	3%	-3%[0.0935 µM]
94	CCc1ccc(Nc2nc3c(S(=O)(=O)c4ccc(C)cc4)nnn3c3ccsc23)cc1	.	-7%	3%
98	CCC(=O)Nc1sc(C(=O)OC)c(C)c1C(=O)OC	-2%	-9%	2%

# Quoted from above, compounds 94–98
No.	canonical_smiles	N370S GC mod	FEN1 inhibitor	TDP1 inh
94	CCc1ccc(Nc2nc3c(S(=O)(=O)c4ccc(C)cc4)nnn3c3ccsc23)cc1	.	-7%	3%
95	Cc1ccc(OCC(=O)NNC(=O)CSc2ncnc3sc(C)c(C)c23)cc1	-1%	-4%	5%
96	COc1cccc(C2CC(c3ccc(C)cc3)n3ncnc3N2)c1 (configuration not stated)	3%	19%	7%
97	CC(=O)c1cccc(NC(=O)N2CCCC2C(=O)Nc2ccc3c(c2)OCO3)c1 (configuration not stated)	-4%	16%	1%
98	CCC(=O)Nc1sc(C(=O)OC)c(C)c1C(=O)OC	-2%	-9%	2%
